# M4 ag: CHRM4 agonism in calcium assay | P08173 | CHO-K1 hM4/Gqi5, Fluo-8 calcium fluorescence; vehicle 0%, full acetylcholine response 100% | activation, % at 3 µM | 0.14% of 360,000 active;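 active = activation above the run mean over all test wells plus 3 SD, cut at about 32% in these data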;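 note: peak over basal fluorescence ratio per well then scaled between controls; 0% = DMSO wells and 100% = acetylcholine at EC100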
# CHRM5 agonist: agonists of human muscarinic M5 receptor (CHRM5); activation, % at 3 µM; 0.19% of 360,000 active; CHO-K1 hM5 cells, Fluo-8 calcium fluorescence; 0% DMSO wells, 100% maximal acetylcholine response; AID 624037;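 active = activation above the run's mean over test compounds plus 3 SD, cut at about 23% in these data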;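 note: signal is peak over basal fluorescence ratio across the kinetic read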
# Target sequence (P08912 whole entry, looked up): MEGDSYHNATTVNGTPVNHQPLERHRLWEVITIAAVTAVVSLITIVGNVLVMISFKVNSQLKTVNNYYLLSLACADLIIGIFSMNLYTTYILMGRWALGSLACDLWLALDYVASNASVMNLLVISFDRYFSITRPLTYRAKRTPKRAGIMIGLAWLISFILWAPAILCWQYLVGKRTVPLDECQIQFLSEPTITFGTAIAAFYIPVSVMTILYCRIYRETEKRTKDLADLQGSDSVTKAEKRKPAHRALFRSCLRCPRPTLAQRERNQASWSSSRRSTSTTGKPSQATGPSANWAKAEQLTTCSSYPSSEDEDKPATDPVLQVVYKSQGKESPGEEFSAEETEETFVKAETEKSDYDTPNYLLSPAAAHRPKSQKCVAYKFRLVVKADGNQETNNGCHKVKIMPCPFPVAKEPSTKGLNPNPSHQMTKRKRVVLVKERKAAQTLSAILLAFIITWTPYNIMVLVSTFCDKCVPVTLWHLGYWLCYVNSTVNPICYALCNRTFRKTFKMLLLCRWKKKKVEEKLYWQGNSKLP
# CRFBP-R2 block: CRF-BP/CRF-R2 complex antagonism; HEK293 CRF-R2/CRF-BP, CRF-induced calcium fluorescence; inhibition, % at 11.8 µM; 0.59% of 350,000 active; AID 588475;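 active = inhibition of the ligand-induced calcium signal above about 50% at the single tested concentration, limit read from the data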
# CHRM4 PAM: potentiates acetylcholine response at human M4 receptor; CHO-K1 hM4/Gqi5, Fluo-8 calcium fluorescence, ACh EC20; 0% = ACh EC20, 100% = maximal ACh; activation, % at 3 µM; AID 624126; P08173; 0.4% of 360,000 active;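 active = activation above its plate's cutoff, the mean activation of sample wells plus 3 SD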; note: some results filed as inactive read as strong as hits
# M1 PAM: potentiates human M1 receptor response to acetylcholine; CHO-K1 hM1, Fluo-8 calcium fluorescence, ACh EC20; 0% = ACh EC20, 100% = maximal ACh; activation, % at 3 µM; 0.088% of 360,000 active; in the data active = activation above about 19%, passing the limit was not always enough
# Target sequence (P11229 whole entry, looked up): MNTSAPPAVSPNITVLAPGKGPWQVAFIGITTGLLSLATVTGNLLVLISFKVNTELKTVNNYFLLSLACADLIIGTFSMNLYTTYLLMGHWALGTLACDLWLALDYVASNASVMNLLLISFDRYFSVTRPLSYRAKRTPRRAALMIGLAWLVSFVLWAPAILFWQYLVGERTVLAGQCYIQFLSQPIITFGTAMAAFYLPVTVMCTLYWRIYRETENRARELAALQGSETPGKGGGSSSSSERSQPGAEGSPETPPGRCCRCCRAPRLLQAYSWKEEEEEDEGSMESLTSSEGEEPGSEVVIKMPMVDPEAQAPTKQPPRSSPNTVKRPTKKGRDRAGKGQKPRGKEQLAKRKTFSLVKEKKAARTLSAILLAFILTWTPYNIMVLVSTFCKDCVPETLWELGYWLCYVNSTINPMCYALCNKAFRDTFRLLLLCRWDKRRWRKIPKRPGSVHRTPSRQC
# M4 antag: blocks acetylcholine activation of human M4 receptor. P08173. AID 624125. inhibition, % at 3 µM. CHO-hM4 cells, ACh EC80, Fluo-8 calcium fluorescence. 0.73% of 360,000 active;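 active = inhibition above its plate's cutoff, the mean inhibition of sample wells plus 3 SD, cut at about 27% in these data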;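 note: 0% = acetylcholine EC80 with DMSO and 100% = DMSO without agonist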
# CHRM5 PAM: positive allosteric modulators of human muscarinic M5 receptor. P08912. CHO-K1 hM5, Fluo-8 calcium, ACh EC20 PAM; 0% = ACh EC20, 100% = ACh EC100. activation, % at 3 µM. 0.3% of 360,000 active. AID 624038;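 active = activation above the run cutoff, the mean activation of all test compounds plus 3 SD, cut at about 18% in these data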
#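 Test system: CHO-K1 hM5 cells / Doses: single-point, 3 µM nominal / Times: Post-acetylcholine fluorescence recording 140 s / Technique: Fluo-8 calcium fluorescence / Measure: Max/basal fluorescence ratio as % of EC20–EC100 ACh window / Benchmarks: low control EC20 acetylcholine (0%), high control EC100 acetylcholine (100%) / Replicates: one well per compound, no replicates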
# M5 antag: CHRM5 antagonism in calcium assay. P08912. CHO-hM5 cells, Fluo-8 calcium fluorescence, ACh EC80. inhibition, % at 3 µM. 0.59% of 360,000 active. AID 624040;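 active = inhibition above a per-plate cutoff, the mean of that plate's test compounds plus 3 SD, cut at about 27% in these data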;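 note: 0% = acetylcholine EC80 with DMSO and 100% = DMSO without agonist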
# CRFR2-BP ag: agonists of human CRF-binding protein/CRF-R2 receptor complex; AID 588473; HEK293 CRF-R2/CRF-BP, calcium dye fluorescence (FLIPR); percent of saturating CRF peptide response; activation, % at 13.2 µM; 0.46% of 350,000 active;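 active = activation of at least 50%, plus an integration ratio under a set limit after plate pattern correction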;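 note: plate controls were neutral control wells without compound for no effect and CRF at EC100 for full effect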
# Active calls of the source: *; x = no result given.
M4 ag	CHRM5 agonist	CRFBP-R2 block	CHRM4 PAM	M1 PAM	M4 antag	CHRM5 PAM	M5 antag	CRFR2-BP ag	Molecule
1	-5	29	6	-10	-15	0	-4	-3.2	COCCNC(=O)Cn1nc(C(F)(F)F)c(Cl)c1C
0	-8	10	5	5	6	11	-3	1.3	CC(=O)NC(Cc1ccc(F)cc1)C(=O)NC1CCN(c2nnnn2-c2ccccc2)CC1 (stereo unspecified)
13	1	-24	-13	-13	11	-16	32*	-1.1	COc1ccc2c(c1)[nH]c1c(N3CCN(Cc4ccc5c(c4)OCO5)CC3)ncnc12
1	3	6	9	18	-18	9	-4	0.1	CCOC(=O)c1cnc[nH]c1=O
1	-2	14	12	2	3	3	-4	-0.9	CC(C)CCNC(=O)CN(CCCN1CCOCC1)C(=O)Cn1nnc(-c2ccc(F)cc2)n1
1	-7	-15	0	9	-2	-16	-2	0.3	Cc1cc(C)cc(-n2nnc(C(=O)NCc3ccc(Cl)cc3)c2N)c1
2	0	-16	3	8	-15	0	4	3.3	COc1ccc(CC(=O)Nc2cc(S(=O)(=O)N3CCOCC3)ccc2N2CCCC2)cc1
0	-3	3	14	17	3	7	0	-1.4	Cc1ccc(-n2ncc(C(=O)N3CCN(C(=O)c4ccco4)CC3)c2C2CCN(C(=O)OC(C)(C)C)CC2)cc1C
1	-4	6	8	6	-3	12	0	-0.9	COc1ccc(NC(=O)CSc2nnc3ccc(-c4cccnc4)nn23)cc1
-1	-1	-1	7	14	-5	7	1	0.0	C[C@H](CO)N1C[C@H](C)[C@@H](CN(C)C(=O)NC2CCCCC2)Oc2ccc(NC(=O)C3CCCCC3)cc2C1=O
10	5	0	0	3	-19	-6	1	4.6	CCN(CC1COc2ccccc2O1)C(=O)CN1C(=O)NC(C)(c2ccc(C)cc2)C1=O (stereo unspecified)
-1	-1	33	-6	3	1	-4	6	-0.4	CCCCN(CCCNC(=O)CN1C(=O)COc2ccccc21)c1ccccc1
0	1	x	-2	5	-3	-3	6	x	CC1=C(C(=O)N2CCOCC2)CC(CC(=O)NCCc2ccccn2)C(=O)N1CCC1=CCCCC1 (stereo unspecified)
1	-1	-2	0	10	2	0	-1	2.7	Cc1cc(-c2n[nH]c(=S)n2/N=C/c2ccc(Br)s2)n[nH]1
0	3	0	4	8	9	1	11	1.1	O=C(OCC(=O)N1CCN(C(=O)c2ccco2)CC1)c1ccc(Cl)nc1
18	2	-6	-5	-6	-18	-6	6	6.7	Cn1c(=O)c2c(SCC(=O)N3CCCc4ccccc43)nc(C3CC3)nc2n(C)c1=O
13	1	-1	-4	-3	-6	-4	0	1.1	C[C@@H](C(=O)NCc1ccc(S(C)(=O)=O)cc1)[C@@H]1C[C@@]1(C)[C@@H](NC(=O)OCc1ccccc1)c1ccccc1
1	-6	31	7	1	-16	-3	-2	-1.9	Cc1ccc(OCCOC(=O)c2sc(=S)n(C)c2C)cc1
5	-2	19	-3	-12	-6	-6	8	-1.5	CC(C)Oc1cccc(C(=O)C2CCCN(C(=O)c3ccc4c(c3)OCO4)C2)c1 (stereo unspecified)
2	6	-1	2	1	-10	9	-9	-1.2	CCN1C[C@@H]2[C@@H]3C(=O)N(C)C(=O)[C@@H]3[C@](CC)(C1=O)N2C(=O)c1ccc(C(C)(C)C)cc1
8	-5	18	-1	1	-5	3	-9	-2.4	COc1ccc(C(=O)Nc2cc3c(cc2N2CCCCC2)n(C)c(=O)n3C)cc1OC
2	0	9	5	6	-6	3	-4	-0.7	O=C(N/N=C/c1cccnc1)c1ccc2ccccc2c1O
0	-4	-3	-8	10	11	4	1	1.0	O=C(Cn1ccc2ccccc2c1=O)NCC(=O)N1CCN(c2ccccc2F)CC1
12	-2	-18	-16	-12	7	-19	19	0.6	N=c1c(-c2nc3ccccc3[nH]2)cc(C(=O)c2cccs2)nn1-c1ccccc1

# Marked active in M5 antag (from the list above):
M4 ag	CHRM5 agonist	CRFBP-R2 block	CHRM4 PAM	M1 PAM	M4 antag	CHRM5 PAM	M5 antag	CRFR2-BP ag	Molecule
13	1	-24	-13	-13	11	-16	32*	-1.1	COc1ccc2c(c1)[nH]c1c(N3CCN(Cc4ccc5c(c4)OCO5)CC3)ncnc12

# Further records follow:
M4 ag	CHRM5 agonist	CRFBP-R2 block	CHRM4 PAM	M1 PAM	M4 antag	CHRM5 PAM	M5 antag	CRFR2-BP ag	Molecule
3	3	6	6	9	-9	0	6	0.7	COc1ccc(S(=O)(=O)N2CCOCC2)cc1NC(=O)CC(C)c1ccccc1 (stereo unspecified)
2	3	-5	9	3	-5	-7	8	1.9	CC(OC(=O)c1ccccc1NCCO)C(=O)Nc1ccc(S(=O)(=O)N2CCOCC2)cc1 (stereo unspecified)
0	-5	5	-1	9	4	3	2	-1.3	CCOc1ccc(-c2nc(CCl)cs2)cc1OC
4	-1	-4	11	7	-38	-6	1	-1.9	O=C(Nc1ccccc1OC(=O)c1ccccc1)c1ccccc1
10	-2	3	-1	-1	-4	-17	4	-1.1	C=CC[C@H](CC(=O)N(CCO)Cc1ccccc1)C(=O)N[C@H](COC(=O)[C@@H](CC=C)CC(=O)OC(C)(C)C)c1ccccc1
3	2	-30	3	11	-1	1	-3	-1.1	Cc1ccc(-c2cc(C(=O)Nc3nn[nH]n3)c3ccccc3n2)cc1
3	-2	-2	6	-5	-2	-6	5	1.7	COc1ccccc1C(=O)Nc1ccc(C(=O)c2ccccc2)cc1
3	-4	27	13	9	-16	5	-1	-2.3	O=C(COC(=O)CNC(=O)c1ccccc1)Nc1ccc(F)c([N+](=O)[O-])c1
0	-2	11	1	3	3	5	-4	-1.1	O=C(O)C1C2CC3C(OC(=O)C31)C2Cl (stereo unspecified)
-1	-6	18	1	12	1	-4	9	-3.0	Cc1ccc2c(c1)C(=O)CC(c1ccc3c(c1)OCCO3)O2 (stereo unspecified)
0	-3	6	-10	-9	7	1	2	-0.9	CCOC(=O)/C=C1\SCC(=O)N1CC(=O)NC12CC3CC(CC(C3)C1)C2
0	-3	-10	2	2	6	0	-1	0.3	CC(C)n1cc(C(N)=S)c(=O)n(Cc2ccccc2)c1=O
3	3	-4	-1	-7	10	-5	11	-0.6	Cc1ccc(S(=O)(=O)N(C)CC(=O)Nc2ccncc2)cc1
0	1	-27	-7	1	-3	2	-3	-3.3	CCCCc1nnc(NC(=O)C=C(C)C)s1
0	-1	12	2	7	2	0	-1	-1.9	O=C(CN1NS(=O)(=O)c2ccccc2C1=O)Nc1ccccc1OC(F)F
1	-3	-1	1	5	-2	2	-13	-0.1	CN(CC(=O)O/N=C(\N)c1ccccn1)S(=O)(=O)c1cc(Cl)ccc1Cl
1	-6	-9	1	16	-5	-1	-5	-0.1	CCc1ccc(NC(=O)CSc2nnc(-c3cnccn3)n2C)cc1
2	-17	-5	3	9	-10	2	0	0.1	CS(=O)(=O)N1CCN(c2cnn(-c3ccccc3)c(=O)c2Cl)CC1
3	4	5	-1	3	-5	4	1	-0.1	COc1ccc(CN(C(=O)c2cc(=O)c3cc(C)cc(C)c3o2)C2CCS(=O)(=O)C2)cc1 (stereo unspecified)
0	0	-2	-1	3	-3	11	-2	-0.1	COc1ccc(CCN2CC(C(=O)N(C)CCc3cn[nH]c3)CCC2=O)cc1 (stereo unspecified)
1	-4	-2	-2	1	-14	3	-2	5.5	C=CCOC(=O)C(C#N)c1nc2ccccc2nc1N1CCN(Cc2ccccc2)CC1 (stereo unspecified)
1	1	-6	10	-4	-10	-5	4	0.1	Cc1cn([C@H]2C[C@H](O)[C@@H](CCC(=O)NCc3ccc(N(C)C)cc3)O2)c(=O)[nH]c1=O
2	-4	9	2	2	3	2	22	-0.3	COc1ccc(F)cc1S(=O)(=O)N1CCN(c2ccccn2)CC1
1	-2	5	5	5	3	0	6	-0.3	CC(CCCC(C)(C)O)NCCO (stereo unspecified)
0	-5	x	3	12	-3	1	1	x	COc1ccc(OC)c(C2C(C(=O)c3ccco3)=C(O)C(=O)N2CCN2CCOCC2)c1 (stereo unspecified)
1	-3	-65	3	9	-4	4	-3	-0.2	Cc1ccc(/C=N/NC(=O)CCCOc2ccc(Cl)cc2Cl)cc1
0	3	-4	1	9	19	-4	-1	1.0	Cc1cccc(NC(=O)CC2C(=O)NCCN2C(=S)Nc2ccccc2)c1 (stereo unspecified)
0	-6	8	-7	0	4	-9	3	-0.8	CCCCOC(=O)CCCN1C(=O)/C(=C2\SC(=S)N(CCCC(=O)OCCCC)C2=O)SC1=S
-1	-2	20	-3	6	-10	-3	11	-0.7	COc1ccc(NC(=O)C2CCCN(S(=O)(=O)c3ccc4c(c3)CC(C)N4C(C)=O)C2)cc1 (stereo unspecified)
1	1	-3	11	0	-9	-5	7	6.3	COc1cccc(/C=C/C(=O)OCC(=O)Nc2ccc3c(c2)OCCO3)c1
0	1	-29	-2	-7	-4	-4	1	-0.7	CCCCC(C(=O)NC(=O)NCc1ccccc1)N1C(=O)c2ccccc2C1=O (stereo unspecified)
0	-2	14	2	4	-4	-4	8	-2.5	CC(=O)C(Sc1nc(N2CCOCC2)nc(N2CCOCC2)n1)C(=O)Nc1ccccc1 (stereo unspecified)
6	1	-3	-1	7	-17	-1	1	-0.1	O=C(CN1C(=O)c2ccccc2S1(=O)=O)Nc1ccc(S(=O)(=O)N2CCCC2)cc1
0	0	3	2	13	2	2	3	-0.6	Cc1cc(C)cc(NC(=S)/C(=C(\[O-])c2ccc(Cl)cc2Cl)[n+]2ccccc2)c1
3	-2	-2	-6	6	1	-1	-2	0.6	O=C(CC1(O)C(=O)Nc2ccc(Br)cc21)c1ccc2c(c1)OCO2 (stereo unspecified)
0	3	x	1	4	-5	-3	-3	x	Cc1ccc(S(=O)(=O)N2C[C@H]3C(=O)C[C@@H](c4ccc(Cl)cc4)N(S(=O)(=O)c4ccc(C)cc4)[C@H]3C[C@H]2c2ccccc2)cc1

# Some of the entries so far, tab-delimited:
SMILES	M4 ag	CHRM5 agonist	CRFBP-R2 block	CHRM4 PAM	M1 PAM	M4 antag	CHRM5 PAM	M5 antag	CRFR2-BP ag
COc1cccc(/C=C/C(=O)OCC(=O)Nc2ccc3c(c2)OCCO3)c1	1	1	-3	11	0	-9	-5	7	6.3
CCCCC(C(=O)NC(=O)NCc1ccccc1)N1C(=O)c2ccccc2C1=O (stereo unspecified)	0	1	-29	-2	-7	-4	-4	1	-0.7
CC(=O)C(Sc1nc(N2CCOCC2)nc(N2CCOCC2)n1)C(=O)Nc1ccccc1 (stereo unspecified)	0	-2	14	2	4	-4	-4	8	-2.5

# (continued)
M4 ag	CHRM5 agonist	CRFBP-R2 block	CHRM4 PAM	M1 PAM	M4 antag	CHRM5 PAM	M5 antag	CRFR2-BP ag	Molecule
0	7	6	6	21	-7	22*	-10	1.1	COCCNC(=O)CN(C(=O)c1ccc(N2CCCC2)nc1)c1ccc(F)c(Cl)c1
0	-2	19	7	-2	3	1	0	-3.0	CCOCCCNCc1c(Cl)cccc1Cl
0	-8	-30	3	2	-2	7	1	0.2	COc1ccc2[nH]c3nc(SCC(=O)Nc4ccc5c(c4)OCO5)nnc3c2c1
13	1	8	2	-7	10	-9	9	3.1	COC(=O)C1=C(C)N(CCc2ccc(OC)cc2)C(=O)C1
8	4	-2	-3	-4	-4	-10	15	-4.1	CCn1nc(C(=O)NNC(=O)c2ccccc2OCc2c(C)noc2C)c2ccccc2c1=O
19	12	2	-15	-5	5	-16	11	0.7	CC(=O)Nc1ccc(S(=O)(=O)Oc2cccc(N3C(=O)C4CC=CCC4C3=O)c2)cc1 (stereo unspecified)
5	4	0	-18	-7	9	-12	11	-0.5	CCC(C)c1ccccc1NC(=O)COC(=O)c1ccc2c(c1)S(=O)(=O)c1ccccc1C2=O (stereo unspecified)

# From PubChem

# Rows were taken by chance; overall some 2.6% were active at least once.
